# Compound activity from PubChem.
# A3A deaminase = human APOBEC3A DNA deaminase inhibition. recombinant A3A, FAM/TAMRA ssDNA deamination fluorescence. inhibition, % at 20 µM. AID 493011. P31941. 330,000 tested, 0.41% active;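 active = at least 40% inhibition at 20 µM here, with at most 30% in a related deaminase screen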;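 also: plate controls were A3A with DMSO for no effect and wells lacking A3A enzyme for full effect; some results filed as inactive read as strong as hits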
# APOBEC3G inh = APOBEC3G (human) deaminase inhibition | 330,000 tested, 0.28% active | inhibition, % at 20 µM | recombinant A3G, ssDNA deamination FAM/TAMRA fluorescence | AID 493012 | Q9HC16;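 active = inhibition of at least 40% at 20 µM, with no more than 30% in the related APOBEC3A deaminase screen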;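 also: plate controls were DMSO wells with A3G for no effect and wells lacking A3G enzyme for full effect; some compounds called inactive have numbers as strong as hits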
# Target sequence (Q9HC16 whole entry, looked up): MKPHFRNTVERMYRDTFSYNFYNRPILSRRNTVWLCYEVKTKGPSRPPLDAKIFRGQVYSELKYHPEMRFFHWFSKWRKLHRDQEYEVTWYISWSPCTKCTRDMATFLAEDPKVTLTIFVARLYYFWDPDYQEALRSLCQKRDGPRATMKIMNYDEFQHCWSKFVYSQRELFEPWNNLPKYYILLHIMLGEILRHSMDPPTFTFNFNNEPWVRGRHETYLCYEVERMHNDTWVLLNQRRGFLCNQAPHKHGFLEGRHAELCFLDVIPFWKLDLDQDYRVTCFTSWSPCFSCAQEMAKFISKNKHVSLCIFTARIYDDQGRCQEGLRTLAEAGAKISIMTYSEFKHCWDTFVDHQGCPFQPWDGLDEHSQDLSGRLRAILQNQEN
# beta cell repl = MIN6 beta-cell proliferation induction. proliferation, % at 10 µM. AID 2380. 330,000 tested, 0.29% active. MIN6 cells proliferation, ATPlite luminescence, 48 h; cells starved in 0.2% serum; 100% = growth in 10% serum;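 active = compounds whose signal lies at least 3.5 SD above the mean of all wells on their plate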;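 also: 0% = DMSO-treated cells in low-serum medium and 100% = 10% serum control; some compounds called inactive have numbers as strong as hits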
# NALP3 yeast inh = blocks the NALP3 inflammasome reconstituted in yeast | Yeast reconstituted NLRP3/ASC/caspase-1, beta-gal luminescence, 24 h | inhibition, % at 10 µM | 330,000 tested, 0.39% active;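 active = inhibition of 50% or more; inactive = inhibition below 50%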;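 also: plate controls were induced DMSO wells for no effect and uninduced yeast grown without galactose for full effect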
# mIAP block = mouse IAP inhibition; purified mouse IAP, CDP-Star luminescence, 30 min; inhibition, % at 10 µM; 330,000 tested, 0.2% active; AID 2806;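 active = inhibition of at least 40% at 10 µM in the primary screen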;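 also: plate controls were DMSO with enzyme for no effect and no enzyme wells for full effect; values of inactives mirror those of a sister screen read the other way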
# SENP1 inh = inhibitors of human SENP1 SUMO protease catalytic domain; recombinant SENP1 catalytic domain, CyPet-SUMO1-YPet FRET cleavage; inhibition, % at 10 µM; 360,000 tested, 0.21% active; AID 624204;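 active = inhibition at least 30% at 10 µM, raw YFP signal under a set limit, fluorescence ratio 0.5 to 1.5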;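 also: 0% = enzyme with DMSO and 100% = no enzyme wells; some results filed as inactive read as strong as hits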
#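 Controls: no-enzyme wells low, DMSO-plus-enzyme wells high control. Test system: human recombinant His6-tagged SENP1 catalytic domain enzyme. Reagent: SFCypet-SUMO1-SFYpet FRET protein substrate, 25 nM final. Doses: one dose per compound, 10 µM, 0.5% DMSO. Detection: FRET, CFP and YFP emission. Timing: 50 min reaction at room temperature.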
# mIAP act = mouse IAP activation. 330,000 tested, 0.24% active. AID 2805. activation factor at 10 µM. muIAP, CDP-Star luminescence, 30 min; stronger effect = higher value; 1 = vehicle-only enzyme signal, 0 = enzyme-free wells;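 active = activation factor of at least 2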; also: the source names both 10 and 20 µM as test concentration; values of inactives mirror those of a sister screen read the other way
#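 Assay system: mouse IAP enzyme / Compound: DMSO-dissolved test compounds / Timing: 30 min, room temperature / Measured by: luminescence from enzymatic CDP-Star hydrolysis / Control set: DMSO-only wells, enzyme-free buffer wells as negative control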
# hIAP inh = human IAP inhibition | P09923 | purified IAP, CDP-Star luminescence, 30 min | inhibition, % at 10 µM | 330,000 tested, 0.12% active;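 active = inhibition reaching a set limit with compound at 10 µM in the primary screen, cut at about 35% in these data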;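 also: plate controls were DMSO wells with enzyme for no effect and no-enzyme buffer wells for full effect; values of inactives mirror those of a sister screen read the other way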
# Target sequence (P09923 whole entry, looked up): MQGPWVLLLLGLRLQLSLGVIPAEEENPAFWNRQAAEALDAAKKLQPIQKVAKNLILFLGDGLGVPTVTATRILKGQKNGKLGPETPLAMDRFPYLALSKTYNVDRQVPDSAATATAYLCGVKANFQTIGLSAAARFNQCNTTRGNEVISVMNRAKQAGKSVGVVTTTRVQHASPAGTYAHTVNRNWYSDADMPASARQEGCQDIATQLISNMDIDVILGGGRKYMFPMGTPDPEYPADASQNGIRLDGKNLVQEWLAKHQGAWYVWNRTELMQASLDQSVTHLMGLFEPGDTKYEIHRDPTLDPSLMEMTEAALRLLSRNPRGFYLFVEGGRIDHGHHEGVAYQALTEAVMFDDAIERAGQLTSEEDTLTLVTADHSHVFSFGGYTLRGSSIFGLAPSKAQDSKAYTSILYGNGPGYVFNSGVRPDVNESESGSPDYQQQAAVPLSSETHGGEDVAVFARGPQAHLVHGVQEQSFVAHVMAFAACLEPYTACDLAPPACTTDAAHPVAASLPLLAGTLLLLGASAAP
# hIAP act = increases human intestinal alkaline phosphatase activity; P09923; purified human IAP, CDP-Star luminescence, 30 min; stronger effect = higher value; 1 = vehicle-only enzyme, 0 = enzyme-free background; activation factor at 10 µM; 330,000 tested, 0.16% active; AID 2524;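 active = activation factor of the enzyme at least 2-fold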; also: the source names both 10 and 20 µM as test concentration; values of inactives mirror those of a sister screen read the other way
# * marks the source's active call; other numbers are inactive results; / = no result given. These rows are one share of the data; the hit share may differ from the screen's.
# Every second line gives: A3A deaminase	APOBEC3G inh	beta cell repl	NALP3 yeast inh	mIAP block	SENP1 inh	mIAP act	hIAP inh	hIAP act
- CCOC(=O)[C@@H]1[C@H]2COc3cc(OC)ccc3[C@H]2N2C(=O)N(c3cccc(Cl)c3)C(=O)[C@]12C
  -2	-9	-5	3	-10	-1	1.1	-5	1.1
- O=C(NN1C(=O)C2C(c3ccccc3)C=CC(c3ccccc3)C2C1=O)c1ccncc1 (configuration not stated)
  0	-1	0	-3	-11	7	1.1	6	0.94
- COc1ccc(CCNS(=O)(=O)c2ccc3c(c2)NC(=O)C(C)S3)cc1OC (configuration not stated)
  -3	-4	-3	0	-6	1	1.1	-11	1.1
- NC(=O)C[n+]1cccc(CNC(=O)c2ccc(OC(F)F)cc2)c1
  3	-1	-1	10	-5	2	1	2	0.98
- COC(=O)c1cccnc1-n1c(=O)c2cccnc2n(CC(=O)Nc2ccc(Br)cc2)c1=O
  -4	-3	-3	10	5	-7	0.95	-12	1.1
- COCn1c(-c2ccccc2)nc2ccccc21
  -2	-6	-2	7	-5	0	1.1	13	0.87
- COc1ccc(/C(N)=N/OC(=O)Cc2ccc(C)cc2)cc1OC
  -2	-11	2	30	6	1	0.94	-1	1
- COc1ccccc1CC(=O)Nc1ccc2c(c1)CCC2
  0	-7	0	41	-10	1	1.1	4	0.96
- S=C1NC2=C(CCC/C2=C\c2ccc(Cl)cc2)C(c2ccc(Cl)cc2)N1 (configuration not stated)
  -1	0	-3	12	0	-2	1	12	0.88
- CCOC(=O)N1CCN(C(=O)COC(=O)COc2c(C)cc(C)cc2C)CC1
  -5	-11	-1	11	5	2	0.95	7	0.93
- CC(CCc1ccccc1)NC(=O)c1ccc(F)cc1 (configuration not stated)
  -4	-3	-1	33	4	1	0.96	2	0.98
- CCOc1ccc(Cc2onc3c2C(=O)CCC3)cc1OCC
  0	-6	-1	8	8	1	0.92	11	0.89
- Cn1c(=O)c2c(nc(SCC(=O)N3CCc4ccccc4C3)n2C)n(C)c1=O
  -4	-5	-1	6	-2	1	1	3	0.97
- C/C(=N\NC(=O)CC#N)c1cc2ccc(O)cc2oc1=O
  7	-5	0	-6	43*	-35	0.57	-4	1
- O=C(NNC(=O)C1CCN(S(=O)(=O)c2cccc(Cl)c2)CC1)C1CC1
  -2	-4	-4	2	7	-2	0.93	-5	1
- O=C(Cn1cncn1)NCc1cccc(C(F)(F)F)c1
  6	-7	1	14	-12	1	1.1	7	0.93
- N#CCC(CNc1ncc(C(F)(F)F)cc1Cl)OC(=O)c1cccc(C(F)(F)F)c1 (configuration not stated)
  -5	-8	-3	-1	5	2	0.95	-34	1.3
- Cn1c(-c2ccsc2)c(-c2cccs2)c2cc(Br)ccc21
  -1	-7	-7	12	3	-6	0.97	0	0.99
- Cc1cc(S(=O)(=O)Nc2nc(CN3CCOCC3)nc3sc4c(c23)CCC4)cc(C)c1C
  21	2	4	3	9	-4	0.91	0	0.99
- COc1ccc(Cl)cc1C(=O)NNC(=S)NC(=O)c1cc(-c2ccc(Cl)cc2)nc2ccccc12
  -2	-3	-3	13	10	3	0.9	0	1
- Cc1ccc(S(=O)(=O)/C(C#N)=C/c2c(N3CCCCC3)nc3ccccn3c2=O)cc1
  -2	49*	-2	23	2	-33	0.97	11	0.89
- Cc1cccc(Nc2nnc(SCc3cn4ccsc4n3)s2)c1
  -5	-5	-1	3	0	3	1	5	0.95
- O=S(=O)(c1ccccc1F)N1CCN(Cc2cc3c(cc2Br)OCCO3)CC1
  8	6	-8	5	-8	1	1.1	-3	1
- CCN1CCN(Cc2c(O)ccc3c(=O)c(-c4ccc(OC)c(OC)c4)c(C)oc23)CC1
  1	-1	-2	10	5	4	0.95	16	0.84
- Cc1cc(Oc2nnnn2-c2ccccc2)ccc1Cl
  -5	-10	-3	-16	-4	2	1	4	0.96
- CC1=C(C#N)C(Nc2cc(C)ccn2)(C(F)(F)F)C(=O)N1 (configuration not stated)
  1	-5	-1	7	-5	2	1	0	1
- Cc1c(NC(=O)c2cccc(NC(=O)Cc3ccccc3F)c2)c(=O)n(-c2ccccc2)n1C
  -3	-8	0	13	-6	1	1.1	2	0.98
- Cc1cc(C)cc(NC(=S)N2CCN(C(=O)c3ccco3)CC2)c1
  1	-8	5	23	2	1	0.98	-10	1.1
- CC1CC(=O)N(CC(=O)NCc2ccc3c(c2)OCO3)c2ccccc2S1 (configuration not stated)
  -3	-10	-2	17	-2	0	1	17	0.83
- CCOCCCNC(=S)N(CCN(CC)CC)Cc1cc2cc3c(cc2[nH]c1=O)OCCO3
  -8	5	1	8	11	-5	0.89	16	0.84

# Arranged by length of the SMILES (highest first): part of the list above
# Every second line gives: A3A deaminase	APOBEC3G inh	beta cell repl	NALP3 yeast inh	mIAP block	SENP1 inh	mIAP act	hIAP inh	hIAP act
- COC(=O)c1cccnc1-n1c(=O)c2cccnc2n(CC(=O)Nc2ccc(Br)cc2)c1=O
  -4	-3	-3	10	5	-7	0.95	-12	1.1
- NC(=O)C[n+]1cccc(CNC(=O)c2ccc(OC(F)F)cc2)c1
  3	-1	-1	10	-5	2	1	2	0.98
- CC1=C(C#N)C(Nc2cc(C)ccn2)(C(F)(F)F)C(=O)N1 (configuration not stated)
  1	-5	-1	7	-5	2	1	0	1

# Remaining list, next part
# Every second line gives: A3A deaminase	APOBEC3G inh	beta cell repl	NALP3 yeast inh	mIAP block	SENP1 inh	mIAP act	hIAP inh	hIAP act
- COc1ccc(NC(=O)C23CC4CC(C2)CC(n2cnc(Br)n2)(C4)C3)cc1OC
  3	0	2	-6	-2	2	1	-18	1.2
- O=Cc1ccc(O)c(O)c1
  -3	-6	-4	16	4	-1	0.95	4	0.96
- CCCc1cc(=O)[nH]c(SCC(=O)NC2CCCCCCC2)n1
  1	5	-2	9	0	3	1	8	0.92
- CC(C)CN1C(=O)NC(NC(=O)c2cccs2)(C(F)(F)F)C1=O (configuration not stated)
  1	1	-3	-8	-8	3	1.1	4	0.96
- CCOC(=O)CNc1c(-c2ccccc2)nc2ccc(Cl)cn12
  -1	-2	-1	18	0	-32	1	9	0.91
- CC1C/C(=N\NC(=S)NCc2ccccc2)CC(C)(C)C1 (configuration not stated)
  1	2	-5	1	2	-4	0.98	10	0.9
- CCSc1nc2n(n1)C(c1cccc(F)c1)C1=C(CCCC1=O)N2 (configuration not stated)
  -2	0	-1	-6	-12	0	1.1	0	1
- CSc1ccccc1OCc1cc(C(=O)N2CCSCC2)no1
  2	-5	7	21	10	1	0.9	13	0.87
- COc1cc(OC)cc(C(=O)N[C@H](C(=O)OCC(=O)Nc2sccc2C#N)C(C)C)c1
  2	-4	0	18	18	-26	0.82	12	0.88
- COc1cscc1C(=O)O
  -2	-5	1	16	4	0	0.96	-11	1.1
- Cn1c(CNc2ccc(O)cc2)nc2ccccc21
  -2	-5	-7	12	4	25	0.96	-2	1
- CC(NC(=O)c1ccco1)C(=O)N1CCN(c2ccccc2)CC1 (configuration not stated)
  -1	-3	-1	15	4	1	0.96	-17	1.2
- CCn1c(SCC(=O)NCCc2ccccc2)nnc1C(C)C
  -3	-6	4	12	3	3	0.97	8	0.92
- C=CCn1c(SCC(=O)Nc2ccc(C(=O)O)cc2)nc2sc(C)c(C)c2c1=O
  -3	-8	4	16	-1	2	1	7	0.93
- CCS(=O)(=O)N1CCN(c2cccc(C)c2C)CC1
  1	0	-2	22	-3	0	1	-15	1.2
- CC1(c2ccc3ccccc3c2)NC(=O)N(CC(N)=O)C1=O (configuration not stated)
  -2	-5	-4	10	4	0	0.95	4	0.96
- COc1ccc(NCc2nnc(-c3ccccc3)o2)cc1
  -1	7	-1	24	-7	-2	1.1	-5	1.1
- CCCCCCN(C(=O)CCCN1C(=O)NC(c2ccc([N+](=O)[O-])cc2)C(C(=O)OCc2ccccc2)=C1C)C(C)C(=O)NCCCC (configuration not stated)
  5	4	/	/	17	-1	0.83	/	/
- O=C(Nc1ccon1)c1cc2c(s1)CCCC2
  -1	-6	-5	14	5	2	0.95	10	0.9
- CCn1ncc(/C=N/NC(=O)c2ccc3c(c2)OCO3)c1C
  -2	-3	-2	9	-7	1	1.1	-14	1.1
- CC1=NN(c2ccc(Cl)cc2)C(=O)C1
  3	0	-5	16	-3	0	1	-1	1
- Cc1ccc(S(=O)(=O)Nc2ccc(O)c3cccnc23)cc1
  -4	-1	0	5	13	-1	0.87	-31	1.3
- O=C(/C=C(\c1ccc(Cl)cc1)n1cncn1)c1ccc(Cl)cc1
  -2	-7	-4	8	0	3	1	7	0.93
- Nc1nc(SCc2ccccc2Cl)n[nH]1
  3	3	-1	-8	10	0	0.9	-8	1.1
- Cc1cccc(NC(=O)Nc2ccc(C)cc2Br)c1
  -5	-9	-1	18	-33	3	1.3	6	0.94
- CCCn1c(N)cc(=O)n(C)c1=O
  0	0	-1	5	7	0	0.93	-3	1
- COCCN(C(=O)c1ccco1)C(C(=O)NC1CCCC1)c1cccs1 (configuration not stated)
  -6	-7	0	-4	0	2	1	-13	1.1
- CCC(C)(C)C(=O)O[C@H]1C[C@@H](C)C=C2C=C[C@H](C)[C@H](CC[C@@H]3C[C@@H](O)CC(=O)O3)[C@H]21
  -1	-4	-6	4	-3	-4	1	-2	1
- N#C/C(=C\C=C\c1ccccc1)c1nc(-c2ccc(Cl)cc2)cs1
  -4	-9	-4	15	14	-28	0.86	17	0.83
- COc1ccccc1/C=C/CN1CCNC(=O)C1CC(=O)NCCc1cnccn1 (configuration not stated)
  6	-2	5	18	2	-2	0.98	10	0.9
- COc1cc(C(=O)NCc2nnc(SCC(=O)Nc3nc4ccccc4s3)o2)cc(OC)c1OC
  1	-1	-1	14	17	-3	0.83	-10	1.1
- CC(/C=C/c1ccc2c(c1)OCO2)=N/NC(=O)c1ccncc1
  0	-5	-2	-1	13	-1	0.87	21	0.79

# Single records, from the list above. Order of screens: A3A deaminase	APOBEC3G inh	beta cell repl	NALP3 yeast inh	mIAP block	SENP1 inh	mIAP act	hIAP inh	hIAP act
# CCC(C)(C)C(=O)O[C@H]1C[C@@H](C)C=C2C=C[C@H](C)[C@H](CC[C@@H]3C[C@@H](O)CC(=O)O3)[C@H]21 is listed as -1	-4	-6	4	-3	-4	1	-2	1
# CCCn1c(N)cc(=O)n(C)c1=O is listed as 0	0	-1	5	7	0	0.93	-3	1

# Among those listed so far, three have an NH in an aromatic ring.
# Every second line gives: A3A deaminase	APOBEC3G inh	beta cell repl	NALP3 yeast inh	mIAP block	SENP1 inh	mIAP act	hIAP inh	hIAP act
- CCOCCCNC(=S)N(CCN(CC)CC)Cc1cc2cc3c(cc2[nH]c1=O)OCCO3
  -8	5	1	8	11	-5	0.89	16	0.84
- CCCc1cc(=O)[nH]c(SCC(=O)NC2CCCCCCC2)n1
  1	5	-2	9	0	3	1	8	0.92
- Nc1nc(SCc2ccccc2Cl)n[nH]1
  3	3	-1	-8	10	0	0.9	-8	1.1
